# ADAM17 inh = ADAM17 inhibitors, primary screen, biochemical, QFRET. actives 0.83% (n = 370,000). recombinant ADAM17, EDANS/DABCYL FRET peptide cleavage. AID 720648, 2013. inhibition, % at 6.95 µM. Disintegrin and metalloproteinase domain-containing protein 17 (Homo sapiens), P78536;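 active = inhibition above the mean of compounds lying between control limits plus 3 SD, set per campaign, cut at about 8.5% in these data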;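 also: 0% = DMSO-only wells as the low control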
# hcDAF-12 act = H. contortus DAF-12 nuclear receptor activators, primary screen, cell-based, luminescence, HEK293, lit1-tk-luc reporter | HEK293 hcDAF-12 lit1-tk-luc reporter; 0% DMSO, 100% Δ7-dafachronic acid | activation, % at 6.8 µM | actives 1.4% (n = 370,000) | AID 652067, 2013;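 active = activation above the mean of all tested compounds plus 3 SD, cut at about 5.5% in these data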;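 also: 100% = response to 3 µM Δ7-dafachronic acid high control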
# FXN GAA850 act = FXN promoter activators, primary screen, cell-based, luciferase luminescence, HEK293 lucGAA850; HEK293 lucGAA850 FXN promoter luciferase reporter, 24 h; percent of 10 µM SAHA response; activation, % at 6 µM; actives 0.56% (n = 360,000);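 active = activation above the average of all compounds screened plus 3 SD, cutoff fixed separately per campaign, cut at about 7.5% in these data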;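 also: 0% = DMSO wells and 100% = 10 µM SAHA wells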
# HGIII-sPLA2 inh = human group III sPLA2 inhibitors, primary screen, biochemical, QFRET, BODIPY PC-A2 liposome substrate. QFRET BODIPY PC-A2 liposome hydrolysis, fluorescence. AID 743126, 2013. actives 0.56% (n = 370,000). inhibition, % at 12.2 µM;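 active = inhibition above mean plus 3 SD of compounds lying within the high and low control bounds, cut at about 19% in these data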;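 also: 0% = median of test compound wells and 100% = no enzyme DMSO wells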
# ssDAF-12 act = S. stercoralis DAF-12 nuclear receptor activators, primary screen, cell-based, luminescence, HEK293, GRIP1 co-expression, lit1-tk-luc. Nuclear hormone receptor DAF-12 (Strongyloides stercoralis). HEK293 ssDAF-12/GRIP1 lit1-tk-luc reporter; % of 3 µM dafachronic acid response. activation, % at 6.8 µM. actives 1% (n = 370,000);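 active = activation above the mean over all tested compounds plus 3 SD, cut at about 0.9% in these data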;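 also: 0% = DMSO-only wells and 100% = 3 µM delta7-dafachronic acid wells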
# DAX1 inh-1 = DAX1 (NR0B1) inhibitors, primary screen, cell-based, HEK293, Gal4-DAX1, luciferase luminescence. inhibition, % at 6.75 µM. AID 504766, 2011. HEK293 Gal4-DAX1 luciferase reporter. actives 0.99% (n = 340,000);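 active = inhibition above the mean over all tested compounds plus 3 SD, cut at about 4.2% in these data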;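 also: 0% = DAX1-transfected cells with DMSO and 100% = empty-vector control cells with DMSO; inhibition shows as a rise in luminescence from relieved DAX1 repression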
# DAX1 inh-2 = DAX1 (NR0B1) inhibitors on StAR promoter, primary screen, cell-based, luminescence, SF-1 (NR5A1), full-length DAX-1; HEK293T StAR-luciferase reporter, SF-1/DAX-1 repression relief; inhibition, % at 6.8 µM; actives 1.1% (n = 370,000); AID 652010, 2013;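 active = inhibition above the mean over all tested compounds plus 3 SD, cut at about 3.6% in these data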;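 also: 0% = DAX-1 cells with DMSO and 100% = cells lacking DAX-1 with DMSO; higher inhibition means more luminescence from relief of DAX-1 repression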
# PLCb3 inh = human PLC-beta3 inhibitors, primary screen, biochemical, fluorescence. AID 720704, 2013. 1-phosphatidylinositol 4,5-bisphosphate phosphodiesterase beta-3 (Homo sapiens), Q01970. inhibition, % at 12.2 µM. Purified PLC-beta3, fluorogenic substrate. actives 0.18% (n = 370,000); in the data active = inhibition above about 11%;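 also: 0% = median of compound wells on plate and 100% = full blocker control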
# Target sequence (Q01970 whole entry, looked up): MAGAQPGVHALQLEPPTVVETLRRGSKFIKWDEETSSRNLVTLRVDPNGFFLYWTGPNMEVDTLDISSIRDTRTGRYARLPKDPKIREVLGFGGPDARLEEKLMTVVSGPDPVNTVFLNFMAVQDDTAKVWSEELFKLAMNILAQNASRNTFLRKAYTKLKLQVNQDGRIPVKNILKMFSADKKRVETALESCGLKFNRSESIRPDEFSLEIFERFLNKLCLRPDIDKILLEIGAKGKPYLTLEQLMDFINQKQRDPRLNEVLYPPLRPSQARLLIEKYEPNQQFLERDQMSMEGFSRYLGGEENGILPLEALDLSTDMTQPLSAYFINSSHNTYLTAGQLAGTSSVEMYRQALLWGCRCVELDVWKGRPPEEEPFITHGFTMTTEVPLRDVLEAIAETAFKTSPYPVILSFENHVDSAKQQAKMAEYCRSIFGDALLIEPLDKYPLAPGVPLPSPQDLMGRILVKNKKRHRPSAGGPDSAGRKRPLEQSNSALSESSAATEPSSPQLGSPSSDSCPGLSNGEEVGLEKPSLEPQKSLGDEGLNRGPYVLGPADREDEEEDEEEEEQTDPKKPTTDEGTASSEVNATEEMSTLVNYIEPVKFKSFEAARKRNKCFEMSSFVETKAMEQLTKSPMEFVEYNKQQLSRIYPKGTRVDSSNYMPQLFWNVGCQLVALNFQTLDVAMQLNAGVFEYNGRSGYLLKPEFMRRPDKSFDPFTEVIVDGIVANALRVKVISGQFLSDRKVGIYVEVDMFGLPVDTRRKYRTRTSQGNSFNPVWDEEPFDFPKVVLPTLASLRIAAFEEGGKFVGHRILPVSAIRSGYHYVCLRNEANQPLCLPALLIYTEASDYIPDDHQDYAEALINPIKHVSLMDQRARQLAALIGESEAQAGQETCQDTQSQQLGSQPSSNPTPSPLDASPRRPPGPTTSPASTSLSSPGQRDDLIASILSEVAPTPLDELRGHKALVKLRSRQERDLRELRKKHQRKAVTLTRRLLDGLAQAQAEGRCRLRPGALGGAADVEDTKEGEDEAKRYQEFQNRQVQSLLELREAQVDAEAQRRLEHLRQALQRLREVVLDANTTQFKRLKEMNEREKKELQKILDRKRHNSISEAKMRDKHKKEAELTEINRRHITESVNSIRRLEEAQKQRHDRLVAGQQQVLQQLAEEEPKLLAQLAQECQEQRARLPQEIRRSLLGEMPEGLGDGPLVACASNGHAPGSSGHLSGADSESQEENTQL
# PLC-gamma1 inh = PLC-gamma1 enzyme inhibitors, primary screen, biochemical, fluorescence, purified enzyme; fluorogenic substrate; inhibition, % at 12.2 µM; actives 0.84% (n = 370,000); AID 720700, 2013; in the data active = inhibition above about 9.5%
# ADAM10 inh = human ADAM10 inhibitors, primary screen, biochemical, QFRET, HTS | Disintegrin and metalloproteinase domain-containing protein 10 (Homo sapiens), O14672 | recombinant ADAM10, EDANS/DABCYL FRET peptide cleavage, 3 h | inhibition, % at 7 µM | actives 0.62% (n = 370,000) | AID 720582, 2013;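 active = inhibition above a per-campaign cutoff equal to the mean of compounds falling between control-based bounds plus 3 SD, cut at about 20% in these data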;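 also: 0% = DMSO wells while the 100% control is not disclosed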
# hgDAF12 agonist = H. glycines DAF-12 receptor agonists, primary screen, cell-based, luminescence, HEK293, GAL4 fusion, UAS-luciferase | HEK293 GAL4-hgDAF12 UAS-luciferase reporter, agonist luminescence; normalized to butyrate control | activation, % at 6.8 µM | actives 1.8% (n = 370,000) | AID 687014, 2013;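 active = activation above a cutoff set at the mean of all screened compounds plus 3 SD, cut at about 10% in these data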;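 also: 0% = DMSO wells and 100% = sodium butyrate wells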
# * hit, by the source's call; i = inactive; · = no result given.
SMILES,ADAM17 inh,hcDAF-12 act,FXN GAA850 act,HGIII-sPLA2 inh,ssDAF-12 act,DAX1 inh-1,DAX1 inh-2,PLCb3 inh,PLC-gamma1 inh,ADAM10 inh,hgDAF12 agonist
N#CNC(=Nc1ccccc1)SCc1ccc(C(=O)O)cc1,1,0.2,3.8,3,-0.3,0.8,0.0,1,3,-1,2.7
O=C1COc2ccc(C(=O)COC(=O)CNS(=O)(=O)c3cccc(F)c3)cc2N1,-5,-0.1,0.6,8,-0.6,-0.1,-0.6,-8,0,-1,3.4
O=C(Nc1ccc(C(=O)O)cc1)Nc1ccc(F)cc1F,-4,1.5,1.4,2,-0.4,-0.7,1.2,2,-4,-10,3.7
CSCCC(NS(=O)(=O)c1ccc(F)cc1)C(=O)NCc1ccc(S(N)(=O)=O)cc1 (centres undefined),-3,-1.3,2.7,-1,-1.1,-0.1,0.3,-6,1,5,3.4
O=S(=O)(CCC1CCCCN1)c1ccccc1 (centres undefined),-5,-0.9,-0.1,5,-0.8,1.4,0.0,-1,0,-14,-0.8
CC(C)(C)n1ncc2c(=O)n(CC(=O)N3CCCCCC3)cnc21,0,-0.5,-0.3,5,-0.6,0.7,0.2,7,6,7,2.2
Cc1ccccc1-n1c(=O)n(Cc2ccc(C(=O)O)cc2)c(=O)c2[nH]cnc21,-2,1.4,0.8,2,0.2,0.2,1.6,-3,-2,5,-1.3
CCOC(=O)[C@H]1[C@H]2COc3ccc(C)cc3[C@@H]2N2C(=O)c3cc(F)c(F)cc3NC(=O)[C@@]12C,-3,-0.6,-5.4,-4,-1.6,1.7,-0.6,-2,-2,8,1.4
CCCN1CCC(NC(=O)Nc2ccc(F)cc2F)CC1,-2,-1.3,-1.5,0,-1.5,0.0,1.2,1,3,-2,0.7
Cc1cc2c(sc3c(C)ccc(C)c32)c(C)n1,-2,1.3,-0.3,-2,-1.1,1.0,-0.3,-6,0,-7,0.7
COc1ccc(NC(=O)c2ccc(-c3ccccc3Cl)o2)cc1,7,0.5,3.5,-12,-0.8,1.5,0.7,-23,-15,16,4.7
CC1(C)CC(=O)C2=C(C1)OC(/N=C/N1CCCC1)=C(C#N)C2c1ccccc1 (centres undefined),1,0.3,2.5,-2,-0.9,1.4,0.1,-3,2,0,0.5
CCc1nc2c(OCc3ccc(F)c(F)c3)cccn2c1N(C)C(=O)c1ccco1,-2,1.4,-2.4,1,-1.5,·,-0.7,1,-4,-7,-0.1
CSC1=N/C(=C\c2ccccc2Cl)C(=O)N1N(C)C,6,-1.0,0.1,5,-2.2,-0.9,0.2,-3,6,-4,-1.1
COc1ccc(-c2noc(CN(C)Cc3ccccc3)n2)c(OC)c1OC,-10,0.0,3.2,5,-0.9,-0.3,0.0,1,3,-3,-1.8
O=C(CSc1ccc(F)cc1)NCC1(N2CCOCC2)CCCCC1,1,0.3,0.7,-5,-1.2,-1.2,0.0,-4,-1,-6,1.5
COc1ccc(OC)c(C(C)NC(=S)NC2CCCCC2)c1 (centres undefined),-6,-1.9,-0.9,13,-1.1,-0.1,-2.4,-6,0,-6,-4.4
Cc1ccc(C2CC(C(F)(F)F)n3nc(C(=O)NCc4c(C)nn(C)c4C)c(Cl)c3N2)cc1 (centres undefined),-1,-3.7,-11,-13,-2.6,-3.0,-2.6,5,-1,9,-8.0
COC(=O)CSc1nnc(CNC(=O)c2cc(OC)cc(OC)c2)n1-c1ccc(F)cc1,-5,0.9,0.6,4,-1.0,-0.3,2.1,-10,-2,0,1.8
Cc1cc2nc(-c3ccc(SCC(=O)N4CCOCC4)nc3)[nH]c2cc1C,-178,0.3,-4.4,-3,-1.6,-1.9,-0.5,-211,-149,i,2.4
COC(=O)CCCCCN1C(=O)NC(C2CC2)C(C(=O)OCc2ccccc2)=C1C (centres undefined),-3,-1.6,-0.5,-11,-1.4,-1.2,-0.5,2,3,8,-2.0
Cc1nc(-c2ccc(F)cc2)c(CC(=O)N(C)CC(=O)Nc2ccc(F)cc2)s1,0,-0.9,1.6,-12,-0.8,0.0,0.2,-3,-5,3,-0.2
COc1ccccc1Nc1nc(-c2ccccc2O)nc2ccccc12,-1,0.2,2.0,-4,0.1,-0.2,-0.1,-2,2,0,-0.7
O=S(=O)(Nc1ccc2nc(N3CCOCC3)sc2c1)c1ccc(Cl)cc1,-4,0.9,0.0,-23,-0.9,-0.5,-0.4,-15,-6,-4,2.9
C[C@@H]1CN([C@@H](C)COC(=O)C(C)(C)C)C(=O)c2cc(NC(=O)Nc3ccccc3)ccc2O[C@@H](C)CCCCO[C@H]1CN(C)S(=O)(=O)c1ccc(F)cc1,6,-2.2,·,-14,-1.3,·,·,5,3,25*,-1.1
N#Cc1ccc(-c2nc3cc(C#N)c(C#N)cc3nc2-c2ccccc2)cc1C#N,7,-1.4,·,-1,-0.9,·,-0.4,1,4,-6,-0.9
CCC(C)(C)NC(=O)C(c1cccs1)N(CC1CCCO1)C(=O)Cn1nnc2ccccc21 (centres undefined),-1,-0.8,2.0,2,-0.9,0.1,-0.2,4,7,4,-0.3
CCCCn1nnnc1NCc1ccc(C)s1,-1,-1.2,-3.1,0,-1.5,1.2,-0.2,2,-2,-7,-1.0
CC(C)(Oc1ccc(Cl)cc1)C(=O)OCC(=O)N1CCN(c2ccccc2)CC1,2,-1.3,2.5,4,-0.7,-0.3,1.9,-4,1,8,2.2
Cc1ccc2cc(CCNC(=O)c3cc4ccccc4o3)c(=O)[nH]c2c1C,0,-0.2,-0.4,-5,-1.2,-0.4,-0.5,0,-2,-9,0.7

# ADAM10 inh: what is marked active above.
compound | ADAM17 inh | hcDAF-12 act | FXN GAA850 act | HGIII-sPLA2 inh | ssDAF-12 act | DAX1 inh-1 | DAX1 inh-2 | PLCb3 inh | PLC-gamma1 inh | ADAM10 inh
C[C@@H]1CN([C@@H](C)COC(=O)C(C)(C)C)C(=O)c2cc(NC(=O)Nc3ccccc3)ccc2O[C@@H](C)CCCCO[C@H]1CN(C)S(=O)(=O)c1ccc(F)cc1 | 6 | -2.2 | · | -14 | -1.3 | · | · | 5 | 3 | 25*

# The list goes on:
SMILES,ADAM17 inh,hcDAF-12 act,FXN GAA850 act,HGIII-sPLA2 inh,ssDAF-12 act,DAX1 inh-1,DAX1 inh-2,PLCb3 inh,PLC-gamma1 inh,ADAM10 inh,hgDAF12 agonist
Cc1ccc2c(c1)C1CS(=O)(=O)N(C3CCCC3)C(=O)N1C2 (centres undefined),5,1.7,·,2,-0.5,·,0.6,2,0,6,3.4
CCOC(=O)C1CCCN(C(=O)c2ccccc2SCCOC)C1 (centres undefined),-3,-1.6,1.9,3,-0.6,0.7,0.1,0,0,3,0.2
CN1Cc2cc(C(=O)c3ccccc3O)cnc2NC1=O,-13,1.3,0.6,-2,0.0,-0.8,-0.4,-29,-16,-39,0.7
CCN1C(=O)[C@H]2[C@@H](c3ccc(Cl)cc3)N3C(=O)CN(CCOC)C(=O)[C@@]3(Cc3ccccc3)[C@H]2C1=O,0,-0.9,-1.0,6,-1.2,0.9,-0.2,0,-2,-7,0.9
COC(=O)CCNC(=O)Cc1c(C)n(C(=O)c2ccc(Cl)cc2)c2ccc(OC)cc12,-1,-2.7,-0.1,-6,-1.4,-1.8,-0.4,-5,-2,4,0.1
CC(Oc1ccc(Br)cc1)C(=O)Nc1ccc(N2CCOCC2)cc1N1CCOCC1 (centres undefined),1,-1.5,-2.2,5,-1.0,-0.7,0.0,-3,-11,-2,-0.1
N#CCOc1nc(N2CCCC2)nc(N2CCCC2)n1,-10,-1.2,1.9,-8,-0.9,-0.9,0.2,1,-1,-8,-1.9
Cc1ccccc1C(=O)N1CCN(c2ccc(NC(=S)NC(=O)c3ccco3)cc2)CC1,-1,-3.7,-3.3,3,-2.0,-0.6,-1.5,-6,-1,3,-3.2
Cc1ccc(C)c(NC(=O)Cn2c(=O)n(-c3ccc(CC(=O)NCC4CCCO4)cc3)c(=O)c3ccccc32)c1 (centres undefined),-6,1.0,·,0,-1.1,·,-0.9,-9,0,-9,-0.9
[N-]=[N+]=NC1CC(CO)OC1n1ccc(=O)[nH]c1=O (centres undefined),1,-0.8,2.4,2,-0.2,0.2,0.2,-3,1,7,1.2
COc1ccc(C=O)cc1COc1ccc(C)cc1[N+](=O)[O-],1,-1.5,-0.4,0,-1.0,2.9,-0.1,1,0,2,1.0
CCOc1ccc(-c2nc[nH]c2[N+](=O)[O-])cc1,-3,-0.8,2.7,-3,-0.7,2.3,0.9,-6,0,-4,0.8
CCCc1nnc(SCC(=O)N2CCCCC2)n1CCCOC,-5,-0.9,3.0,3,-1.3,-1.6,-0.2,2,2,10,-1.1
COc1cccc(CNCC(O)(c2ccc(Cl)cc2)c2ccc(Cl)cc2)c1,-1,-0.9,-5.8,2,-1.1,0.2,-1.8,4,2,6,1.3
Cc1ccc(NC(=O)COC(=O)c2ccc(Br)o2)cc1S(=O)(=O)N1CCCCC1,7,-1.9,0.3,-32,-1.5,1.4,0.3,-9,-1,11,2.6
O=C(Nc1ccc2ccccc2c1)N1CCCN(CCOc2ccccc2)CC1,-18,1.6,-0.1,4,-1.0,0.0,0.3,-35,-16,-43,-0.3
Cc1ccn2cc(C(=O)N3CCN(c4cnn(-c5ccccc5)c(=O)c4Cl)CC3)nc2c1,1,0.5,0.0,2,-0.9,-0.1,-1.5,-8,-4,-1,0.0

# Three compounds already listed, sorted by the value under ADAM17 inh, low to high:
SMILES	ADAM17 inh
N#CCOc1nc(N2CCCC2)nc(N2CCCC2)n1	-10
CCCc1nnc(SCC(=O)N2CCCCC2)n1CCCOC	-5
CCOc1ccc(-c2nc[nH]c2[N+](=O)[O-])cc1	-3
